GAA glycogen mod: GAA glycogen-cleavage inhibition or activation | recombinant GAA, glycogen substrate, Amplex Red glucose oxidase fluorescence | Potency, µM (highest dose often 76.4 µM), inactives show top-dose activity change, negative = inhibition, usual class: inhibitors | hit rate 0.38% among 300,000; active = well fitted inhibition curve with a large enough effect; inconclusive = small, poorly fitted or top-dose-only effect, or another doubt; inactive = no such curve, though single readings can be large or run the other way;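 note: 0% = full enzyme reaction and -100% = no-enzyme basal signal; the screen sought inhibitors and activators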
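Natural-substrate format: glycogen cleavage by 4 nM human enzyme, glucose read by Amplex Red coupling (Ex 573, Em 610 nm). Normalized to enzyme and no-enzyme controls.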
Starred values were filed as active, the others as inactive; u = inconclusive; [ ] = dose if it differs, or a comment. Potency is the fitted concentration of half-maximal effect. These rows are one share of the data; the hit share may differ from the screen's.

molecule,GAA glycogen mod
O=C(NCCN1CCOCC1)c1cc(Cl)ccc1Cl,-7%[76.3 µM]
COc1ccc2cc3cc(C(=O)N4CC(C)CC(C)C4)oc3nc2c1 (stereo not drawn),-11%[76.3 µM]
CCOC(=O)c1c(SCC(=O)Nc2nccs2)nc(C)c(C)c1C,-12%[76.3 µM]
O=C(CN(C(=O)CNS(=O)(=O)c1ccc(F)cc1)c1cccc(F)c1)NCC1CCCO1 (stereo not drawn),0%[76.3 µM]
Cc1cccc(NC(=O)c2cccc(N3C(=O)CCC3=O)c2)c1,-10%[76.3 µM]
Nc1nc(N)n(-c2ccccc2)c(=Nc2ccccc2)n1,6%
O=C(NCc1ccc(F)cc1)c1cccc(NC2=NC3CS(=O)(=O)CC3S2)c1 (stereo not drawn),-6%[76.3 µM]
COc1cc(-c2noc(-c3ccc(NCC4CCCO4)c([N+](=O)[O-])c3)n2)cc(OC)c1OC (stereo not drawn),-11%[76.3 µM]
CCOC(=O)C(C)NC(=O)c1cn(-c2ccc(OC)cc2)c(=O)c2ccccc12 (stereo not drawn),3%
COc1ccc(-n2nc(C(=O)NCC(=O)NC(C)C)c3ccccc3c2=O)cc1,1%

Other compounds
molecule,GAA glycogen mod
CCOC(=O)c1cnc2c(ccc3ccccc32)c1Nc1ccc(C(C)=O)cc1,5%[76.3 µM]
Cc1ccccc1/C=C(\C#N)c1nc(-c2ccc(Cl)cc2)cs1,14%[76.3 µM]
CCOc1ccc(C(CC(=O)O)NC(=O)Cc2ccccc2)cc1OC (stereo not drawn),0%
COC(=O)c1ccc2[nH]cc(CCO)c2c1,3%[76.3 µM]
COc1cccc(OCC(=O)Nc2c3c(nn2-c2ccccc2)CS(=O)(=O)C3)c1,1%[76.3 µM]
Cc1cc(NC(=O)c2ccc(C)c(C)c2)no1,-9%[76.3 µM]
NNC(=O)[C@H](Cc1ccccc1)NC(=O)NCCc1ccccc1,-3%
CCC(=O)c1cn(CC(=O)Nc2cccc(C)c2)c2ccccc12,7%[76.3 µM]
CCC[C@H]1COCCS(=O)(=O)N1Cc1ccccc1F,-15%[76.3 µM]
CCSc1nc2sc3c(c2c(=O)n1-c1ccccc1C)CCN(C)C3,-1%

Sorted by molecular weight (lowest first): part of the list above.
molecule,GAA glycogen mod
COC(=O)c1ccc2[nH]cc(CCO)c2c1,3%[76.3 µM]
NNC(=O)[C@H](Cc1ccccc1)NC(=O)NCCc1ccccc1,-3%
Cc1ccccc1/C=C(\C#N)c1nc(-c2ccc(Cl)cc2)cs1,14%[76.3 µM]

Other results
molecule,GAA glycogen mod
CCCN(Cc1cccs1)C(=O)Nc1cc(C)ccc1OC,12%[76.3 µM]
CCC(Oc1ccccc1)C(=O)Nc1nnc(S(=O)(=O)N(CC)CC)s1 (stereo not drawn),11%[76.3 µM]
O=C(c1cc(-c2cccnc2)nc2ccc(Cl)cc12)N1CCN(S(=O)(=O)c2cccs2)CC1,-13%[76.3 µM]
COc1ccc(-c2noc(N3CCC(C(=O)N(C)c4ccccc4)CC3)n2)cc1,-13%[76.3 µM]
CCOc1ccc(-n2c(SCC(N)=O)nc3c(oc4ccccc43)c2=O)cc1,7%[76.3 µM]
CCCCCNC(=O)c1cn(CC)c2cc(N3CCN(C)CC3)c(F)cc2c1=O,3%
COc1ccc(NC(=O)C(c2ccccc2)N(C)C(=O)/C=C\c2ccc3c(c2)OCO3)cc1 (stereo not drawn),-14%[76.3 µM]
COc1cc2c(cc1OC)C(c1ccc(C(F)(F)F)cc1)CC(=O)N2 (stereo not drawn),-2%[76.3 µM]
Cc1cc(NC(=O)CSc2nc(=O)cc(N)n2-c2ccc(F)cc2)no1,-8%[76.3 µM]
CCN1CCN(S(=O)(=O)c2ccc(OC)c3ccccc23)CC1,-7%[76.3 µM]

Other compounds
molecule,GAA glycogen mod
O=C(CCCCn1c(=O)c2ccccc2n(CC(=O)Nc2cccc(F)c2)c1=O)NCc1ccccc1Cl,18%[76.3 µM]
COCCNC(=O)CCn1nc(-c2ccc(C)cc2)c2ccccc2c1=O,0%
COc1ccc(CN2CCC(N3CC(C)OC(C)C3)CC2)c(OC)c1 (stereo not drawn),4%
CCN(C(=O)Cc1ccc(NC2=NC3CS(=O)(=O)CC3S2)cc1)c1ccccc1 (stereo not drawn),10%[76.3 µM]
Cc1nn(-c2ccccc2)c(OC(=O)C(C)C)c1Sc1ccccc1,u
Cc1ccc(C)c(N2CCN(c3nc4ccccc4n4c(C)nnc34)CC2)c1,3%[76.3 µM]
CCOc1ccccc1NC(=O)c1sc2nc(-c3ccc(OC)cc3)ccc2c1N,17%[76.3 µM]
COc1cc(OC)cc(C(=O)Nc2cccc3ccccc23)c1,3%[76.3 µM]
CCCN(CCC)CCCNC(=O)Cn1cnc2sc(C)c(S(=O)(=O)N3CCC(C)CC3)c2c1=O,0%
Cc1ccc(C)c(NC(=O)Cc2coc3cc(C)cc(C)c23)c1,12%[76.3 µM]

(listing goes on)
molecule,GAA glycogen mod
Cc1cc(C)c(OCCCCN2CCNCC2)c(C)c1,-13%[76.3 µM]
CCCCN(C(=O)CCC(=O)Nc1cc(C)on1)C(C(=O)NC1CCCC1)c1ccccc1C (stereo not drawn),-1%[76.3 µM]
Cn1c(=O)c2c(nc(CN3CCN(c4ccccc4F)CC3)n2Cc2ccccc2F)n(C)c1=O,12%[76.3 µM]
CCc1ccc(-c2nc(SCC(=O)NCCOC)c(-c3ccc(C)cc3)[nH]2)cc1,3%[76.3 µM]
CCOC(=O)c1sc(=NC(=O)c2ccc(F)cc2)n(C)c1C,-2%[76.3 µM]
Cc1cccc(N2CCN(C(=O)Cn3nc(C)c4sc5ccccc5c4c3=O)CC2)c1C,-3%[76.3 µM]
CC1CC(C)CN(C(=O)COC(=O)Cc2ccc(Br)cc2)C1 (stereo not drawn),-2%
CCC(=O)Nc1c2c(nn1-c1ccc([N+](=O)[O-])cc1)CS(=O)(=O)C2,-12%
Cc1ccc(S(=O)(=O)N(C)c2nc3ccccc3n3c(C(C)C)nnc23)cc1,-5%[76.3 µM]
CC(C)N1CCc2c(sc(NC(=O)CCS(=O)(=O)c3ccccc3)c2C#N)C1,-9%[76.3 µM]

Other compounds follow.
molecule,GAA glycogen mod
O=C(NC(=S)Nc1ccccc1N1CCOCC1)c1ccccc1F,-5%[76.3 µM]
COc1cccc2sc3ccc(C#CC4(N)CCCCC4)cc3c(=O)c12,-5%[76.3 µM]
Cc1oc(-c2cccc(Cl)c2)nc1CN1CCC(C(=O)NCCCN2CCN(c3ccc(F)cc3)CC2)CC1,5%[76.3 µM]
O=C(N[C@@H](CO)C(=O)NCc1ccccc1)c1ccc(C(F)(F)F)cc1,11%[76.3 µM]
COc1ccc(C(=O)Nc2ccc(NC(=O)c3cccc(F)c3)cn2)cc1,-2%[76.3 µM]
O=[N+]([O-])c1ccccc1/C=C/CN1CCCCC1CO (stereo not drawn),0%[76.3 µM]
CC(Sc1nnc2c(n1)[nH]c1ccccc12)C(=O)NC1CCCCC1 (stereo not drawn),1%
CSc1ncccc1C(=O)N1CCN(S(=O)(=O)c2ccccc2)CC1,-5%
CC1(C)Oc2ccc3ccc(=O)oc3c2/C(=C/O)C1=O,u
COc1ccc2cc3cc(C(=O)Nc4ccccc4C)oc3nc2c1,-3%[76.3 µM]

7 entries drawn at random from the list so far, as already listed:
molecule,GAA glycogen mod
O=[N+]([O-])c1ccccc1/C=C/CN1CCCCC1CO (stereo not drawn),0%[76.3 µM]
COc1ccc2cc3cc(C(=O)Nc4ccccc4C)oc3nc2c1,-3%[76.3 µM]
O=C(N[C@@H](CO)C(=O)NCc1ccccc1)c1ccc(C(F)(F)F)cc1,11%[76.3 µM]
COc1ccc(C(=O)Nc2ccc(NC(=O)c3cccc(F)c3)cn2)cc1,-2%[76.3 µM]
CSc1ncccc1C(=O)N1CCN(S(=O)(=O)c2ccccc2)CC1,-5%
O=C(NC(=S)Nc1ccccc1N1CCOCC1)c1ccccc1F,-5%[76.3 µM]
Cc1oc(-c2cccc(Cl)c2)nc1CN1CCC(C(=O)NCCCN2CCN(c3ccc(F)cc3)CC2)CC1,5%[76.3 µM]

Next records follow.
molecule,GAA glycogen mod
CC(=O)N1c2ccc(S(=O)(=O)N3CCCC(C(=O)NCc4ccccc4Cl)C3)cc2CC1C (stereo not drawn),-13%[76.3 µM]
CCC(C)NC(=O)c1sc2nc(C)c(C(=O)Nc3ccc(C)cc3C)c(-c3ccc(Cl)cc3)c2c1N (stereo not drawn),-8%[76.3 µM]
Cc1ccc(/C=N\NC(=O)Cc2noc3ccccc23)cc1,4%
CCc1ccc(S(=O)(=O)c2nnn3c2nc(NCc2ccccc2OC)c2cc(Cl)ccc23)cc1,15%[76.3 µM]
Cc1ccc(C(=O)O/N=C(\N)c2ccccn2)c(Cl)c1,19%[76.3 µM]
O=S1(=O)CCOCCCN1Cc1cccc(F)c1,-10%[76.3 µM]
CC1=C(c2ccc(C)cc2)S(=O)(=O)NC1=NCc1ccccc1Cl,-8%[76.3 µM]
CCOC(=O)CNC(=O)COc1coc(CN2CCN(c3ccccc3F)CC2)cc1=O,0%[76.3 µM]
CSc1nccn1C(=O)c1ccccc1[N+](=O)[O-],1%[76.3 µM]
CSCC(C)N1CCC(Oc2cccc(C(=O)NCc3ccccn3)c2)CC1 (stereo not drawn),-2%[76.3 µM]

Other records follow.
molecule,GAA glycogen mod
O=C(NCCCl)Nc1ccccc1OCCOc1ccccc1NC(=O)NCCCl,-10%
O=C(NCCOc1ccccc1)c1cc(S(=O)(=O)N2CCOCC2)ccc1F,-1%[76.3 µM]
CCCS(=O)(=O)c1nc(S(=O)(=O)c2ccc(C)cc2)c(N2CC(C)OC(C)C2)s1 (stereo not drawn),0%[76.3 µM]
CC(C)CC(=O)N(Cc1ccccc1)S(=O)(=O)c1ccc2c(c1)oc(=O)n2C,-5%[76.3 µM]
COc1ccc(C2c3cc(OC)c(OC)cc3CC(=O)N2c2ccc(C)cc2)cc1 (stereo not drawn),15%[76.3 µM]
COc1ccc(NC(=O)c2cc(CC(C)C)nc3ccccc23)cc1,-18%[76.3 µM]
Cc1oc2cc3oc(=O)c(CCC(=O)NCCN4CCOCC4)c(C)c3cc2c1C,6%[76.3 µM]
COc1ccc(CC(=O)NCC2CCCN(Cc3ccc(F)cc3F)C2)cc1 (stereo not drawn),-13%[76.3 µM]
